Screening data: PubChem BioAssay, National Center for Advancing Translational Sciences (NCATS)
TRb-SRC2 inh – qHTS for Inhibitors of the Interaction of Thyroid Hormone Receptor and Steroid Receptor Coregulator 2; actives 0.065% (n = 280,000); Potency, µM (titrated, usually from 106 µM), inactives show at the highest dose activity change, negative = inhibition, usual class: inhibitors; TRbeta-SRC2 peptide binding, fluorescence polarization; receptor liganded with 1 µM T3;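 also: plate controls were bound peptide for no effect and peptide without receptor for full effect; nearly all actives have a fitted effect of over 50% in size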
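Binding of a 20-amino-acid Texas Red SRC2 peptide (20 nM) to TRb ligand-binding domain (0.6 uM) with agonist T3 at 1 uM was followed by fluorescence polarization after a 5 hr room-temperature incubation.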
L3MBTL1 block – qHTS Assay for the Inhibitors of L3MBTL1; Lethal(3)malignant brain tumor-like protein 1 (Homo sapiens), Q9Y468; AlphaScreen L3MBTL1–H3K9me1 peptide binding; Potency, µM (series often up to 57.1 µM), without a hit: top-dose activity, negative = inhibition, hits mostly inhibitors; actives 0.66% (n = 230,000); AID 485360, 2010; also: nearly all actives have a fitted effect of over 60% in size
Target sequence (Q9Y468 whole entry, looked up): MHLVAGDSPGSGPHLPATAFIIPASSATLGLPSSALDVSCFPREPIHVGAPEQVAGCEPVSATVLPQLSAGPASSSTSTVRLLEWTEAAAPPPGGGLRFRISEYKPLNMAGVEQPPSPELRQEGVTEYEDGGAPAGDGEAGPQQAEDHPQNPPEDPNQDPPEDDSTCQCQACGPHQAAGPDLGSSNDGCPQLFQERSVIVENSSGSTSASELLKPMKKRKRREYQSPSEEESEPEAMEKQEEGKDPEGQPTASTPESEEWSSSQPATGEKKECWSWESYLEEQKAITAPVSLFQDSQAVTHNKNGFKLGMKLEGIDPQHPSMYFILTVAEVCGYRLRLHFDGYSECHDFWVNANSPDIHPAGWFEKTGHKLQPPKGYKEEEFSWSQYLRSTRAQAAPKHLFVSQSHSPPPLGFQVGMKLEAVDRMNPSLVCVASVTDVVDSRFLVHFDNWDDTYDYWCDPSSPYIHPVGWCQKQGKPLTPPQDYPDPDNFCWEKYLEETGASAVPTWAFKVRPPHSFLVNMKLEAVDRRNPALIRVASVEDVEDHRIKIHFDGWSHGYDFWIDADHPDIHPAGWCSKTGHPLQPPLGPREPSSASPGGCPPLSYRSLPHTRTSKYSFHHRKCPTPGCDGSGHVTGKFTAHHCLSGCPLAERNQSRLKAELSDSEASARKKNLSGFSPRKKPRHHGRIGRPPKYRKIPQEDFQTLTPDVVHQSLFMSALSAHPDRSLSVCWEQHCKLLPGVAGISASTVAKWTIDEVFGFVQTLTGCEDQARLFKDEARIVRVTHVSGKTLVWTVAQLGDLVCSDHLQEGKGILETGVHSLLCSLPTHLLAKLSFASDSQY
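L3MBTL1 50 nM + b-AHA-H3(1-15)K9me1 75 nM, 30 min RT; compound added, 30 min RT; streptavidin donor/Ni-chelate acceptor beads 10 ug/mL each final, 30 min RT dark; AlphaScreen read.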
GoLoco inh red – qHTS Assay for Inhibitors of RGS12 GoLoco Motif Activity (Red Fluorophore). Gai1:RGS12 GoLoco peptide FP, rhodamine, 10 min. actives 0.44% (n = 230,000). AID 880, 2007. Potency, µM (titrated, usually from 61.6 µM), for the others: top-dose activity, negative = inhibition, hits mostly inhibitors. Guanine nucleotide-binding protein G(i) subunit alpha-1 (Homo sapiens), P63096; active = well fitted inhibition curve with a large enough effect, not every such curve was filed as active; inactive = no such curve, though single readings can be large or run the other way; also: nearly all actives have a fitted effect of over 30% in size; many of its hits are not listed in these tables
Tau FP inhib – qHTS for Inhibitors of Tau Fibril Formation, Fluorescence Polarization; Microtubule-associated protein tau (Homo sapiens), P10636; K18 P301L tau heparin fibrillization, Alexa594 FP, 6 h; Potency, µM (titrated, usually from 57.7 µM), without a hit: at the top dose activity, negative = inhibition, usual class: inhibitors; actives 0.39% (n = 280,000); also: nearly all actives have a fitted effect of over 55% in size
Target sequence (P10636 561-689 P618L limits assumed): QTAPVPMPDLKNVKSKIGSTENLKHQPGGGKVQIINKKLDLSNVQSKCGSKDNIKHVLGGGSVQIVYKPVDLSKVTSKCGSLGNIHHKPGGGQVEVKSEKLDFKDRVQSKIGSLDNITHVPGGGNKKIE
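K18 P301L tau (15 uM unlabeled/0.24 uM Alexa 594-labeled, final) + compound + heparin 20 uM final; 100 mM NaOAc pH 7; 6 hr 37 C; ThT 30 uM final added, 1 hr RT; FP ex 555/em 632 nm.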
TexasRed fluor – Total Fluorescence Counterscreen for Inhibitors of the Interaction of Thyroid Hormone Receptor and Steroid Receptor Coregulator 2; AID 1479, 2009; Potency, µM (top dose mostly 106 µM), for inactives: at the highest dose fluorescence change, negative = quenching; TRb/SRC2 Texas Red total fluorescence interference; actives 0.29% (n = 280,000); active = well fitted curve in either direction with a large enough effect; inconclusive = small, poorly fitted or top-dose-only effect
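Human TRb ligand-binding domain at 0.6 uM with 20 nM Texas Red SRC2 peptide in Tris buffer containing 1 uM T3 and 5% DMSO, incubated with compound 5 h at ambient temperature. Total fluorescence (555/632 nm) calculated as parallel + 2 × perpendicular.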
RECQ1 helicase – qHTS Assay for Inhibitors of RecQ-Like Dna Helicase 1 (RECQ1); ATP-dependent DNA helicase Q1 (Homo sapiens), P46063; RECQ1 DNA unwinding, red fluorescence kinetic read; Potency, µM (doses to about 57.3 µM), without a hit: top-dose activity, negative = inhibition, actives largely listed as inhibitors; actives 0.54% (n = 240,000); AID 2549, 2010;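 also: plate controls were vehicle for no effect and no enzyme for full effect; nearly all actives have a fitted effect of over 30% in size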
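RECQ1T1 50 nM; forked duplex (20 bp + 30-nt ss tails) 200 nM, ATP 2 mM final; pH 8.0, 2 mM MgCl2, 2.5 ug/ml poly(dI-dC); 15 min compound preincubation; discontinuous kinetic read over 2 h at RT.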
JMJD2E inh – qHTS Assay for Inhibitors of Human Jumonji Domain Containing 2E (JMJD2E) | AID 2147, 2009 | JMJD2E catalytic domain, FDH-coupled NADH fluorescence (FDH is formaldehyde dehydrogenase) | actives 1.6% (n = 230,000) | Potency, µM (top dose mostly 57.1 µM), inactives show top-dose activity change, negative = inhibition, actives largely listed as inhibitors; active = well fitted inhibition curve with a large enough effect, not every such curve was filed as active; inconclusive = small, poorly fitted or top-dose-only effect, or another doubt; inactive = no such curve, though single readings can be large or run the other way;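 also: 0% = wells with enzyme and -100% = buffer wells without enzyme; nearly all actives have a fitted effect of over 50% in size; many of its hits are not listed in these tables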
Tau fibril ThT – qHTS for Inhibitors of Tau Fibril Formation, Thioflavin T Binding; AID 1460, 2008; Microtubule-associated protein tau (Homo sapiens), P10636; recombinant tau K18 P301L, heparin-induced fibrillization, ThT fluorescence; actives 2.1% (n = 270,000); Potency, µM (highest dose often 57.4 µM), for inactives: top-dose activity, negative = inhibition, actives largely listed as inhibitors; also: nearly all actives have a fitted effect of over 55% in size
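Fibril formation assay: tau K18 P301L at 15 uM with trace Alexa 594 label, heparin inducer 20 uM, pH 7 sodium acetate buffer, 37 C for 6 hr; endpoint ThT signal.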
An asterisk follows results filed as active; i = inactive; ? = inconclusive; . = not tested or not shown; [ ] = dose if it differs, or a comment. Unless noted, calls follow the shape of the dose curve; as a rule, active = well fitted curve in the direction sought with a large enough effect; inconclusive = small, poorly fitted or top-dose-only effect, or another doubt; inactive = no such curve, though single readings can be large; an effect the other way counts as inactive or inconclusive. Unless noted, % is scaled to controls: 0 for no effect and ±100 for the full control effect; potency is read from the fitted curve at half-maximal effect. This is a subset; the hit share may differ from the screen's.

SMILES	TRb-SRC2 inh	L3MBTL1 block	GoLoco inh red	Tau FP inhib	TexasRed fluor	RECQ1 helicase	JMJD2E inh	Tau fibril ThT
O=C(CCCOc1ccc(Cl)cc1Cl)Nc1ncccn1	-6%	6%	-1%	0%	1%	-2%	-3%	-18%
COC(=O)[C@H](C)NC(=O)NCc1ccccc1F	6%	-5%	2%	2%	0%	-4%	0%	0%
Cc1cc(C)c(C(CC(=O)c2cccs2)C(C#N)C#N)c(C)c1 (stereo unspecified)	-3%	6%	7%	-7%	1%	-6%	-5%	25µM*
COc1cc(Cl)c(S(=O)(=O)NCc2ccccn2)cc1Cl	3%	.	5%	8%	-2%	1%	7%	-5%
CCc1cc2cc(C)cc(C)c2nc1Cl	-2%	16%	2%	-6%	-1%	i	1%	-5%
COc1ccccc1Cn1c(CNS(=O)(=O)c2cccc([N+](=O)[O-])c2)nc2cccnc21	2%	.	.	12%	-32%	.	.	-2%
CCOc1ccc(NC(=O)CC2C(=O)NCCN2C(=O)c2ccc(Cl)cc2)cc1 (stereo unspecified)	1%	1%	1%	-14%	-3%	i	0%	-3%
COc1ccc(/C=C/C(=O)NC(=S)NCc2ccccc2)cc1OC	-5%	2%	7%	?	-1%	-13%	?	2%
O=C(C1=C[C@@H](c2ccc(C(F)(F)F)cc2)C[C@@H](OCCCCO)O1)N1CCN(Cc2ccc3c(c2)OCO3)CC1	-1%	-6%	3%	2%	-1%	-5%	-11%	-15%
CC(NC(=S)Nc1cccc(F)c1)C(c1cccs1)N1CCOCC1 (stereo unspecified)	2%	.	-1%	3%	0%	i	1%	.
CCOC(=O)N1CCC(NC(=O)c2cc3cc4cc(OC)ccc4nc3o2)CC1	2%	4%	12%	8%	-1%	1%	?	?
COc1ccc(/C=C/CN2CCCC(C(=O)c3ccc(OC)c(F)c3)C2)cc1 (stereo unspecified)	-2%	-20%	11%	1%	-5%	-2%	-10%	-15%
COc1ccccc1C(=O)Oc1ccc(N2C(=O)CCC2=O)cc1	0%	7%	6%	-9%	1%	-2%	1%	0%
CCN(CC)c1cc(C)c2cc(NC(=O)c3ccc(OC)c(OC)c3)ccc2n1	10%	.	.	12%	-3%	.	.	?
O=c1cc(-c2ccccc2)n2c(SCc3ccccc3)nnc2[nH]1	1%	.	.	-7%	-1%	.	.	?
CN(C)CCNC(=O)NC1CCCCC1	-7%	-3%	5%	1%	-1%	-12%	2%	4%
CCOC(=O)c1sc(NC(=O)CSc2nc(C)cc(C)n2)c(C#N)c1C	3%	-3%	26%	4%	-8%	1%	-21%	-17%
O=C(Nc1cccnc1N1CCOCC1)c1cccs1	4%	-9%	3%	-3%	0%	1%	-13%	-12%
CCc1ccc(Nc2nnc(-n3nc(C)cc3C)c3ccccc23)cc1	4%	.	.	1%	-1%	.	.	-19%
CCOC(=O)C1(CC2CC2)CCN(Cc2cnc(N(C)C)s2)CC1	-1%	3%	-13%	-10%	-2%	-5%	1%	-12%

In another format: entries from further up.
compound | TRb-SRC2 inh | L3MBTL1 block | GoLoco inh red | Tau FP inhib | TexasRed fluor | RECQ1 helicase | JMJD2E inh | Tau fibril ThT
O=C(Nc1cccnc1N1CCOCC1)c1cccs1 | 4% | -9% | 3% | -3% | 0% | 1% | -13% | -12%
CCc1ccc(Nc2nnc(-n3nc(C)cc3C)c3ccccc23)cc1 | 4% | . | . | 1% | -1% | . | . | -19%

Single values from above:
Tau FP inhib result of O=c1cc(-c2ccccc2)n2c(SCc3ccccc3)nnc2[nH]1 : -7%
TRb-SRC2 inh result of CN(C)CCNC(=O)NC1CCCCC1 : -7%
TexasRed fluor result of O=C(Nc1cccnc1N1CCOCC1)c1cccs1 : 0%

(cont.)
SMILES	TRb-SRC2 inh	L3MBTL1 block	GoLoco inh red	Tau FP inhib	TexasRed fluor	RECQ1 helicase	JMJD2E inh	Tau fibril ThT
CC(=O)c1ccc(NCC2COc3ccccc3O2)c([N+](=O)[O-])c1 (stereo unspecified)	1%	.	-5%	4%	-6%	-20%	-4%	?
COc1cccc(OC)c1C(=O)NC(=S)N1CCN(c2ccc(C(F)(F)F)cc2[N+](=O)[O-])CC1	4%	-21%	-2%	6%	0%	-7%	7%	?
CC(=O)c1cccc(NC(=O)Cn2ccn3nc(-c4ccccc4)cc3c2=O)c1	-9%	.	.	-4%	-1%	.	.	11%
Cc1cccc(-n2c(CNC(=O)Cc3ccccc3)n[nH]c2=S)c1	-9%	-1%	5%	1%	1%	-4%	10%	-3%
CCOc1ccc(-c2[nH]ncc2Oc2ccccc2OCC)c(O)c1	-5%	-7%	-8%	-15%	-2%	i	-22%	?
Cc1ccccc1Cn1nc(C)c(NC(=O)c2cc(-c3cccs3)on2)c1C	2%	5%	7%	-1%	-1%	10%	2%	-10%
CCOC(=O)/C(C#N)=N/Nc1c(C)n(C)n(-c2ccccc2)c1=O	8%	.	-15%	-3%	3%	i	?	-8%
CCc1cccc(C)c1NC(=O)CSc1nc2ccccc2nc1N1CCOCC1	-6%	.	.	-16%	-2%	.	.	?
CCOC(=O)c1cc(C#N)c(N2CCN(C(=O)c3ccccc3)CC2)nc1C(F)(F)F	4%	6%	0%	-4%	-6%	8%	-26%	-8%
Cn1nc(C(F)(F)F)c2cc(C(=O)Nc3ccc(C(F)(F)F)cc3)sc21	6%	.	1%	28µM*	0%	13%	-11%	.
CCCC(CCC)C(=O)Nc1nnc2n1CCS2	2%	.	.	11%	-31%	.	.	-1%
O=C(c1ccc(COc2ccc(Cl)cc2)o1)N1N=C(C(F)F)CC1(O)C(F)F (stereo unspecified)	-8%	2%	9%	-4%	0%	-5%	-3%	-12%
Nc1cc(N)nc(SCc2cccnc2)n1	1%	.	9%	-3%	-4%	6%	-1%	-8%
CCOc1ccc(C2C(C(=O)Nc3ccccc3)=C(C)N=c3s/c(=C/c4cccc(OCC(=O)O)c4)c(=O)n32)cc1 (stereo unspecified)	8%	35µM*	79%[activator]	-1%	2%	23%	1%	-4%
CCNc1nc(NCC)nc(SCCOC(=O)c2ccccc2)n1	-4%	5%	5%	-3%	-3%	-2%	3%	-12%
CNC(=S)N/N=C/c1cc(C)ccc1C	2%	-3%	12%	-12%	0%	-9%	-4%	0%
CN(C)CCNC(=O)Cc1ccc([N+](=O)[O-])cc1	0%	6%	4%	-13%	-1%	-4%	7%	2%
CCOc1ccc(S(=O)(=O)NCCCN2CCOCC2)c2ccccc12	-6%	-3%	2%	-5%	-1%	-2%	-4%	0%
CCOc1ccccc1Nc1nnc(SCC(=O)Nc2cc(C)on2)s1	-7%	-10%	-14%	-7%	2%	i	7%	-29%
CC(=O)c1cnc2nc(C)nn2c1C	-4%	5%	-7%	-4%	-1%	7%	-4%	10%
COc1ccc(Cl)cc1NC(=O)CSc1ncnc2c1oc1ccccc12	-1%	-4%	1%	-3%	-2%	-16%	1%	6%
CC(=O)c1c(C)[nH]c(C(=O)Nc2nc(C)cs2)c1C	-1%	-1%	2%	2%	-1%	-1%	-10%	-1%
COc1cc(C(=O)Nc2cc(C(F)(F)F)ccc2Cl)cc(OC)c1OC	-2%	4%	4%	-9%	0%	i	-2%	-2%
CC(=O)Nc1ccc(S(=O)(=O)N(C)S(=O)(=O)c2ccc(F)cc2)cc1	-15%	-2%	1%	1%	-1%	i	2%	8%
NCCCC[C@H]1CNC(=S)N1CCc1cc(C(F)(F)F)cc(C(F)(F)F)c1	9%	2%	5%	10%	-1%	-10%	10%	-4%
O=C(O)Cc1sc(N/N=C\c2ccncc2)nc1-c1ccccc1	2%	-18%	75%[activator]	?	-5%	-23%	?	?
CC(=O)c1ccc([C@H]2C[C@@]34CN(C(=O)OC(C)(C)C)S(=O)(=O)[C@H]3C[C@H]2O4)cc1	1%	.	4%	10%	-2%	i	13%	-5%
CC(=O)Nc1ccc(C2NC(C(=O)O)CCC2C)cc1 (stereo unspecified)	7%[11.2 µM]	.	.	-3%[11.6 µM]	-8%[11.2 µM]	17%[11.5 µM]	.	-4%[11.5 µM]
CCNC(=O)N1CCN(CCCC(c2ccc(F)cc2)c2ccc(F)cc2)CC1	-4%	-4%	9%	-6%	-3%	-9%	-5%	-14%
N=c1c2c(n(Cc3ccc([N+](=O)[O-])cc3)c3c1CCC3)CCCC2	2%	.	-3%	-1%	-2%	-6%	0%	-3%
O=C(COC(=O)c1ccccc1C(=O)c1ccc(Cl)cc1)NC(c1ccccc1)c1ccccc1	-5%	2%	11%	-5%	5%	-5%	-9%	-5%
COc1ccc(C(=O)N/N=C/c2ccc3cccc(OCc4ccccc4)c3n2)cc1	3%	-2%	14%	-6%	-4%	-11%	?	?
O=C(c1cc([N+](=O)[O-])ccc1Cl)N1CCN(c2ccc([N+](=O)[O-])cc2)CC1	-2%	-14%	-2%	9%	-1%	6%	-1%	10%
NC(=O)CSc1nnc(-c2cc3ccccc3o2)n1Cc1ccccc1	2%	.	3%	-7%	2%	-5%	?	4%
CCOC(=O)C(C)Sc1nnc(Cc2cc(=O)[nH]c(=O)[nH]2)n1-c1cccc(OC)c1 (stereo unspecified)	8%	2%	7%	6%	-1%	-10%	10%	0%
Cc1ccc2c(C)c(C(=O)NCc3ccc(S(N)(=O)=O)cc3)oc2c1	-2%	-6%	-11%	-7%	-4%	-8%	?	4%
Cc1cc(C)nc(N2CCCC(C(=O)NCCc3ccc(F)cc3)C2)n1 (stereo unspecified)	2%	3%	.	-5%	-1%	-8%	-6%	-7%
Cc1ccc(-c2nc3c(c(SCC(=O)N4CCCCC4)n2)Cc2cc(C)ccc2O3)cc1	-17%	.	.	-4%	0%	.	.	-9%
